Screening data as filed in PubChem.
MRP resist rev: MRP-mediated drug resistance reversal; H69AR cells + 2 uM doxorubicin, CellTiter-Glo, 72 h; differential viability (reversal), % at 10 µM; 85,000 compounds, 0.04% hits;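 active = viability drop by adding the cancer drug above about 55%, with treated viability meeting a 40% cutoff, limit read from the data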;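 note: viability without doxorubicin minus viability with 2 µM doxorubicin for each compound; larger differential means the compound sensitizes cells more to doxorubicin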
NFkB transloc pot: enhances IL-1B driven NFkB nuclear translocation. activation, % at 2 µM. HUVEC IL-1B NFkB p65 nuclear translocation imaging. 94,000 compounds, 0.3% hits. AID 819;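 active = activation above 40%, about the mean plus 3 SD, also judged a hit on visual image review; inconclusive = activation above 40% but not a hit on visual review; inactive = activation not above 40% and no visual hit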;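 note: percent activation is computed from the nuclear over cytoplasmic p65 intensity ratio; values of inactives mirror those of a sister screen read the other way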
Bcl-B displacement: displacers of TR3 peptide from Bcl-B, primary screen, selectivity assay for Bfl-1 inhibitor project, biochemical, fluorescence polarization; FP displacement of FITC-TR3 peptide from Bcl-B; higher % means a stronger effect; displacement, % at 20 µM; hits with a dose series show IC50 in µM; 96,000 compounds, 0.11% hits;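 active = displacement above 50% at 20 µM plus a fluorescence interference ratio under 1.5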;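 note: plate controls were wells without compound for no effect and wells lacking Bcl-B protein for full effect; a part of the inactive calls stands beside numbers as strong as those of hits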
PLAP inhibitors HTS: inhibition of human placental alkaline phosphatase – biochemical, luminescence, HTS (AID 690) | purified PLAP, luminescent substrate; higher % means a stronger effect | inhibition, % at 20 µM, or IC50 in µM where a hit was titrated | 96,000 compounds, 0.08% hits; in the data active = a potency from the dose series; inactive = the rest, 99 in 100 with inhibition below about 30%; note: strong numbers were not always called active
IL1B NFkB inh: blocks IL-1B driven NFkB nuclear translocation in HUVEC cells. HUVEC IL-1B NFkB p65 nuclear translocation imaging. inhibition, % at 2 µM. 94,000 compounds, 0.43% hits. AID 796;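 active = inhibition above about 30% together with a positive call from visual inspection of the well image, limit read from the data; inconclusive = inhibition above a set limit but visual check negative; inactive = inhibition not above a set limit, visual check negative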;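 note: nuclear over cytoplasmic p65 intensity ratio measured by imaging; 0% = IL-1B stimulated DMSO wells and 100% = unstimulated DMSO wells; values of inactives mirror those of a sister screen read the other way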
MRP resist rev cytotoxicity: further read-out of MRP resist rev, marked with its call; viability, %; H69AR cells, CellTiter-Glo, 72 h; measured here: cytotoxicity without doxorubicin
MRP resist rev with doxorubicin: second read-out of MRP resist rev, no call of its own (marks repeat the call); viability, %; measured here: viability with 2 uM doxorubicin; stronger effect = lower value
IL1B NFkB inh cell count 2 µM: also measured in IL1B NFkB inh; calls as there; cell count; measured here: cells passing quality filter;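 raw number of nuclei counted in each imaged well without normalization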
NFkB transloc pot cell count 2 µM: also measured in NFkB transloc pot; calls as there; cell count; measured here: cells passing quality filter
Starred values were filed as active, the others as inactive. An excerpt; rates above refer to the full screens.

CCCS(=O)(=O)N1CCc2cc(OC)c(OC)cc2C1 was read as MRP resist rev 10, NFkB transloc pot -5, Bcl-B displacement -6%, PLAP inhibitors HTS 0%, IL1B NFkB inh 5, MRP resist rev cytotoxicity 99, MRP resist rev with doxorubicin 90, IL1B NFkB inh cell count 2 µM 192 and NFkB transloc pot cell count 2 µM 192.
Cn1c(=O)c2c(nc(N3CCc4ccccc4C3)n2Cc2ccccc2F)n(C)c1=O was read as MRP resist rev 21, NFkB transloc pot 7, IL1B NFkB inh -7, MRP resist rev cytotoxicity 67, MRP resist rev with doxorubicin 47, IL1B NFkB inh cell count 2 µM 144 and NFkB transloc pot cell count 2 µM 144.
COc1cc(NC(=O)CN2c3ccccc3CC2C)cc(OC)c1OC (stereo not given) was read as NFkB transloc pot -28, Bcl-B displacement 10%, PLAP inhibitors HTS -12%, IL1B NFkB inh 28, IL1B NFkB inh cell count 2 µM 199 and NFkB transloc pot cell count 2 µM 199.
CCCOc1ccc(-c2nnc(-c3ccco3)o2)cc1 was read as MRP resist rev -11, NFkB transloc pot -7, Bcl-B displacement -3%, PLAP inhibitors HTS -6%, IL1B NFkB inh 7, MRP resist rev cytotoxicity 90, MRP resist rev with doxorubicin 102, IL1B NFkB inh cell count 2 µM 142 and NFkB transloc pot cell count 2 µM 142.
Screening O=C(CSc1nnc(C2CC2)n1Cc1ccccc1)c1ccc(S(=O)(=O)N2CCOCC2)cc1 returned MRP resist rev -21, NFkB transloc pot 3, Bcl-B displacement 1%, PLAP inhibitors HTS -36%, IL1B NFkB inh -3, MRP resist rev cytotoxicity 70, MRP resist rev with doxorubicin 91, IL1B NFkB inh cell count 2 µM 153 and NFkB transloc pot cell count 2 µM 153.
`CN1CCN(c2nc(N3CCN(c4ccccc4)CC3)ncc2F)CC1` gave MRP resist rev 5, NFkB transloc pot 11, Bcl-B displacement -5%, PLAP inhibitors HTS -21%, IL1B NFkB inh -11, MRP resist rev cytotoxicity 100, MRP resist rev with doxorubicin 96, IL1B NFkB inh cell count 2 µM 148 and NFkB transloc pot cell count 2 µM 148.
Cc1ccc(N=c2c([N+](=O)[O-])nn(-c3ccccc3)n2O)c(C)c1 was read as MRP resist rev 4, NFkB transloc pot 10, Bcl-B displacement -2%, PLAP inhibitors HTS 4%, IL1B NFkB inh -10, MRP resist rev cytotoxicity 91, MRP resist rev with doxorubicin 87, IL1B NFkB inh cell count 2 µM 111 and NFkB transloc pot cell count 2 µM 111.
For Cc1cc(C)n2nc3ccccc3c2n1 the results were MRP resist rev -12, NFkB transloc pot -3, Bcl-B displacement 0%, PLAP inhibitors HTS 1%, IL1B NFkB inh 3, MRP resist rev cytotoxicity 83, MRP resist rev with doxorubicin 95, IL1B NFkB inh cell count 2 µM 148 and NFkB transloc pot cell count 2 µM 148.
C=C1N(CCCCCC(=O)O)C(=O)OC12CCCCC2 was read as MRP resist rev 0, Bcl-B displacement -3%, PLAP inhibitors HTS -15%, MRP resist rev cytotoxicity 105 and MRP resist rev with doxorubicin 105.
For O=C1c2ccccc2C(=O)N1CCCCCc1nc(-c2ccccc2)no1 the results were MRP resist rev -7, NFkB transloc pot 37, Bcl-B displacement 3%, PLAP inhibitors HTS 24%, IL1B NFkB inh -37, MRP resist rev cytotoxicity 99, MRP resist rev with doxorubicin 106, IL1B NFkB inh cell count 2 µM 134 and NFkB transloc pot cell count 2 µM 134.
Screening C/C(=N/NC(=O)c1cccs1)c1ccc(NC(=O)COc2ccc(Cl)cc2Cl)cc1 returned Bcl-B displacement -16% and PLAP inhibitors HTS -2%.
O=C(Nc1ccc(N2CCN(Cc3ccccc3Cl)CC2)cc1)c1cccnc1 was read as MRP resist rev 0, NFkB transloc pot -2, Bcl-B displacement 1%, PLAP inhibitors HTS 0%, IL1B NFkB inh 2, MRP resist rev cytotoxicity 75, MRP resist rev with doxorubicin 76, IL1B NFkB inh cell count 2 µM 161 and NFkB transloc pot cell count 2 µM 161.
CCN(CC)S(=O)(=O)N1CCC(C(=O)NCC2COc3ccccc3O2)CC1 (stereo not given) was read as MRP resist rev 10, NFkB transloc pot 2, IL1B NFkB inh -2, MRP resist rev cytotoxicity 91, MRP resist rev with doxorubicin 81, IL1B NFkB inh cell count 2 µM 140 and NFkB transloc pot cell count 2 µM 140.
Screening CC(C)C(NS(=O)(=O)c1cccs1)C(=O)N1CCc2ccccc2C1 (stereo not given) returned MRP resist rev 12, NFkB transloc pot inconclusive, Bcl-B displacement 0%, PLAP inhibitors HTS -12%, IL1B NFkB inh -54, MRP resist rev cytotoxicity 105, MRP resist rev with doxorubicin 93 and IL1B NFkB inh cell count 2 µM 187.
CC(=O)CCc1ccc2oc(C(=O)O)c(C)c2c1 was read as MRP resist rev -8, NFkB transloc pot -5, Bcl-B displacement -9%, PLAP inhibitors HTS 5%, IL1B NFkB inh 5, MRP resist rev cytotoxicity 89, MRP resist rev with doxorubicin 98, IL1B NFkB inh cell count 2 µM 119 and NFkB transloc pot cell count 2 µM 119.
For Cc1cc(NC(=O)C2CC(c3cccc(Br)c3)=NO2)no1 (stereo not given) the results were MRP resist rev -3, NFkB transloc pot 8, Bcl-B displacement 5%, PLAP inhibitors HTS 7%, IL1B NFkB inh -8, MRP resist rev cytotoxicity 90, MRP resist rev with doxorubicin 93, IL1B NFkB inh cell count 2 µM 133 and NFkB transloc pot cell count 2 µM 133.
For CCOC(=O)C1=NN(c2ccccc2)C(c2ccccc2)CC1=O (stereo not given) the results were MRP resist rev 3, NFkB transloc pot 13, IL1B NFkB inh -13, MRP resist rev cytotoxicity 94, MRP resist rev with doxorubicin 91, IL1B NFkB inh cell count 2 µM 130 and NFkB transloc pot cell count 2 µM 130.
CCCc1nc2oc3c(NCCOCCO)ncnc3c2c2c1COC(C)(C)C2 was read as MRP resist rev -11, Bcl-B displacement -5%, PLAP inhibitors HTS -41%, MRP resist rev cytotoxicity 76 and MRP resist rev with doxorubicin 87.
For O=C(COC(=O)c1cccc(S(=O)(=O)N2CCc3ccccc3C2)c1)NCc1ccco1 the results were MRP resist rev 7, Bcl-B displacement 4%, PLAP inhibitors HTS 8%, MRP resist rev cytotoxicity 90 and MRP resist rev with doxorubicin 83.
Screening CCN1CCN(CCCNC(=O)C2c3ccccc3C(=O)N(C)C2c2ccc(OC)cc2)CC1 (stereo not given) returned MRP resist rev 0, NFkB transloc pot inconclusive, Bcl-B displacement 0%, PLAP inhibitors HTS -34%, IL1B NFkB inh -41, MRP resist rev cytotoxicity 103, MRP resist rev with doxorubicin 103 and IL1B NFkB inh cell count 2 µM 159.
`CC(C)(C)n1ncc2c(=O)n(Cc3ccc(Cl)cc3Cl)cnc21` gave NFkB transloc pot -3, Bcl-B displacement -11%, PLAP inhibitors HTS -10%, IL1B NFkB inh 2, IL1B NFkB inh cell count 2 µM 137 and NFkB transloc pot cell count 2 µM 137.
Cn1c(N)c(C(=O)COC(=O)C2CCC(C(C)(C)C)CC2)c(=O)n(C)c1=O (stereo not given) was read as MRP resist rev -2, NFkB transloc pot -4, Bcl-B displacement 1%, PLAP inhibitors HTS -94%, IL1B NFkB inh 4, MRP resist rev cytotoxicity 98, MRP resist rev with doxorubicin 100, IL1B NFkB inh cell count 2 µM 166 and NFkB transloc pot cell count 2 µM 166.
`Cc1sc2ncn(CCn3cnc4sc(C)c(C)c4c3=O)c(=O)c2c1C` gave MRP resist rev -11, NFkB transloc pot -57, Bcl-B displacement -39%, PLAP inhibitors HTS -20%, IL1B NFkB inh 57*, MRP resist rev cytotoxicity 81, MRP resist rev with doxorubicin 93, IL1B NFkB inh cell count 2 µM 106* and NFkB transloc pot cell count 2 µM 106.
`COc1ccccc1NC(=S)NCCc1ccc(Cl)cc1` gave MRP resist rev 5, NFkB transloc pot 18, Bcl-B displacement -2%, PLAP inhibitors HTS 17%, IL1B NFkB inh -18, MRP resist rev cytotoxicity 98, MRP resist rev with doxorubicin 94, IL1B NFkB inh cell count 2 µM 146 and NFkB transloc pot cell count 2 µM 146.
Screening CC12CC(NC(=O)N1CCc1ccccc1)c1cc(Cl)ccc1O2 (stereo not given) returned NFkB transloc pot 7, IL1B NFkB inh -7, IL1B NFkB inh cell count 2 µM 129 and NFkB transloc pot cell count 2 µM 129.
CN(C)S(=O)(=O)c1ccc(NC(=O)COC(=O)c2ccccn2)cc1 was read as MRP resist rev 13, NFkB transloc pot 10, Bcl-B displacement -6%, PLAP inhibitors HTS -16%, IL1B NFkB inh -10, MRP resist rev cytotoxicity 111, MRP resist rev with doxorubicin 98, IL1B NFkB inh cell count 2 µM 169 and NFkB transloc pot cell count 2 µM 169.
For CSCCC(NC(=O)c1ccccc1)C(=O)OCC(=O)Nc1ccc(C)c(Cl)c1 (stereo not given) the results were NFkB transloc pot 9, Bcl-B displacement -5%, PLAP inhibitors HTS -41%, IL1B NFkB inh -9, IL1B NFkB inh cell count 2 µM 143 and NFkB transloc pot cell count 2 µM 143.
Screening C=CCNc1cc(C)oc(=O)c1C(=O)CCC returned MRP resist rev 18, NFkB transloc pot 7, Bcl-B displacement -8%, PLAP inhibitors HTS -4%, IL1B NFkB inh -7, MRP resist rev cytotoxicity 97, MRP resist rev with doxorubicin 79, IL1B NFkB inh cell count 2 µM 177 and NFkB transloc pot cell count 2 µM 177.
Screening Cc1cc(C(F)F)n2nc(C(=O)O)nc2n1 returned MRP resist rev -4, NFkB transloc pot 3, Bcl-B displacement 10%, PLAP inhibitors HTS 17%, IL1B NFkB inh -3, MRP resist rev cytotoxicity 98, MRP resist rev with doxorubicin 102, IL1B NFkB inh cell count 2 µM 85 and NFkB transloc pot cell count 2 µM 85.
Cc1nnc(SCCN2C(=O)c3ccccc3C2=O)[nH]c1=O was read as MRP resist rev -14, NFkB transloc pot 4, Bcl-B displacement 2%, PLAP inhibitors HTS 19%, IL1B NFkB inh -4, MRP resist rev cytotoxicity 80, MRP resist rev with doxorubicin 94, IL1B NFkB inh cell count 2 µM 132 and NFkB transloc pot cell count 2 µM 132.
For C=C(C)COc1ccc(-c2[nH]ncc2-c2ccccc2OC)c(O)c1 the results were MRP resist rev -18, NFkB transloc pot 0, Bcl-B displacement 1%, PLAP inhibitors HTS -150%, IL1B NFkB inh 0, MRP resist rev cytotoxicity 6, MRP resist rev with doxorubicin 24, IL1B NFkB inh cell count 2 µM 146 and NFkB transloc pot cell count 2 µM 146.
NC(=O)c1ccc(C(F)(F)F)n(Cc2ccccc2Cl)c1=O was read as NFkB transloc pot 4, Bcl-B displacement -8%, PLAP inhibitors HTS 15%, IL1B NFkB inh -4, IL1B NFkB inh cell count 2 µM 165 and NFkB transloc pot cell count 2 µM 165.
`O=C(c1coc2ccccc2c1=O)N1CCN(c2cccc(C(F)(F)F)c2)CC1` gave MRP resist rev -2, NFkB transloc pot 1, Bcl-B displacement 0%, PLAP inhibitors HTS -24%, IL1B NFkB inh -1, MRP resist rev cytotoxicity 96, MRP resist rev with doxorubicin 99, IL1B NFkB inh cell count 2 µM 74 and NFkB transloc pot cell count 2 µM 74.
Screening COC(=O)c1[nH]c2cccc(OC)c2c1NC(=O)CN1CCC(C(N)=O)(N2CCCCC2)CC1 returned NFkB transloc pot 10, Bcl-B displacement 5%, PLAP inhibitors HTS -13%, IL1B NFkB inh -10, IL1B NFkB inh cell count 2 µM 180 and NFkB transloc pot cell count 2 µM 180.

Two compounds picked at random from those above:
Cn1c(=O)c2c(nc(N3CCc4ccccc4C3)n2Cc2ccccc2F)n(C)c1=O was read as MRP resist rev 21, NFkB transloc pot 7, IL1B NFkB inh -7, MRP resist rev cytotoxicity 67, MRP resist rev with doxorubicin 47, IL1B NFkB inh cell count 2 µM 144 and NFkB transloc pot cell count 2 µM 144.
Screening CCN1CCN(CCCNC(=O)C2c3ccccc3C(=O)N(C)C2c2ccc(OC)cc2)CC1 (stereo not given) returned MRP resist rev 0, NFkB transloc pot inconclusive, Bcl-B displacement 0%, PLAP inhibitors HTS -34%, IL1B NFkB inh -41, MRP resist rev cytotoxicity 103, MRP resist rev with doxorubicin 103 and IL1B NFkB inh cell count 2 µM 159.
